From PubChem BioAssay
KCNQ2 block – KCNQ2 channel blockers in CHO-K1 cells – cell-based, FluxOR thallium flux, B-score, primary screen (AID 2156); O88943; B-score at 10 µM; 20 min; stronger effect = lower value; 1.1% of 310,000 active;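 active means fluorescence ratio B-score at most minus 3 library SDs, with starting brightness B-score within 2 library SDs, cut at about -5.5 in these data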
OX1R FRET antag – antagonists of human orexin 1 receptor (OX1R). O43613. OX1R-expressing cells, FRET antagonist read-out. inhibition, % at 6.6 µM. 1.8% of 330,000 active. AID 485270; in the data active means inhibition mostly above about 38%, no sharp cut-off; inactive means mostly below about 40%;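 further: 0% = agonist challenge alone and 100% = reference antagonist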
Target sequence (O43613 whole entry, looked up): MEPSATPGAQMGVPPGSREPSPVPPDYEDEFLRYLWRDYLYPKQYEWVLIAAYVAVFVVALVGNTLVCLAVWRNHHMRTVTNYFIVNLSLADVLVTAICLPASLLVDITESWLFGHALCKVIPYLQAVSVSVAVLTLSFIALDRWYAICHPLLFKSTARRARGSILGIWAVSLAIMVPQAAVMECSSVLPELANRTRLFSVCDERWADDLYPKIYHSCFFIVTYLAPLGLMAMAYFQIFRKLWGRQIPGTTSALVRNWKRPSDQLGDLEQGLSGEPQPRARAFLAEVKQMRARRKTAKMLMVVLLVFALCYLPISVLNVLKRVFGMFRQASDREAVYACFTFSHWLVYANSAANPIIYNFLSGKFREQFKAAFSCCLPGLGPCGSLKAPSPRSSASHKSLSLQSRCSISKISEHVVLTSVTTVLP
STK33 kinase inh – inhibitors of human STK33 kinase; purified STK33, MBP phosphorylation, ADP-Glo luminescence; inhibition, % at 10 µM; 0.073% of 320,000 active;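 active means inhibition at or above 25%, using the most active replicate where run in duplicate; inactive means inhibition below 25%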
Target sequence (Q9BYT3 whole entry, looked up): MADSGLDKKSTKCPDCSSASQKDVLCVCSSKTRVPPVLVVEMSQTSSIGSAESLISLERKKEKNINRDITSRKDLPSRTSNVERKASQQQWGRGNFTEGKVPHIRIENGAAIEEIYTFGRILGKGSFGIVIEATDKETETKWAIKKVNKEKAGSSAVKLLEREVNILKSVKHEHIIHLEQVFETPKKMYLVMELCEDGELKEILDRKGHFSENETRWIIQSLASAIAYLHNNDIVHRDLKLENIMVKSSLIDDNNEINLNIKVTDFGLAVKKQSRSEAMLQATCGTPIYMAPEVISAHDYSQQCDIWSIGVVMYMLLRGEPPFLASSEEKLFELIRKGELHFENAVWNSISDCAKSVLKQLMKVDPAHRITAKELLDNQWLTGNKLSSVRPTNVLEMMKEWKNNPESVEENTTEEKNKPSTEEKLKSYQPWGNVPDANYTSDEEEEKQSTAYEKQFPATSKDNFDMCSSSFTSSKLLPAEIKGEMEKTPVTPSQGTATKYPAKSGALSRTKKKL
Numbers without * were called inactive.

Screening COc1ccc(-c2csc(Nc3cc(C)ccn3)n2)cc1OC returned KCNQ2 block inactive, OX1R FRET antag 6 and STK33 kinase inh -0.4.
Screening O=C(O)C1CCCN1c1ncnc2c1oc1ccccc12 (stereo not given) returned KCNQ2 block inactive, OX1R FRET antag 1 and STK33 kinase inh -0.1.
Screening O=C(CN1CCC(c2nc3ccccc3s2)CC1)N1CCCCC1 returned KCNQ2 block inactive and OX1R FRET antag 13.
Screening Cn1c(=O)c2c(ncn2CC(O)CNc2cccc(Cl)c2)n(C)c1=O (stereo not given) returned KCNQ2 block inactive, OX1R FRET antag 11 and STK33 kinase inh -0.1.
Screening COc1cc(S(=O)(=O)N2CCOCC2)ccc1NC(=O)COC(=O)/C=C/c1cc(OC)c(OC)c(OC)c1 returned OX1R FRET antag 10 and STK33 kinase inh -0.7.
Screening Cc1cccc(NC2(C(F)(F)F)N=C(c3ccccc3)NC2=O)n1 (stereo not given) returned KCNQ2 block inactive, OX1R FRET antag 12 and STK33 kinase inh 0.4.
`COC(=O)c1c(-n2c(C)cc(C=O)c2C)sc2c1CCCC2` gave KCNQ2 block inactive, OX1R FRET antag -1 and STK33 kinase inh -2.2.
For Cn1c(=O)cc(OCCCC(=O)N2CCN(c3ccccc3)CC2)c2ccccc21 the results were KCNQ2 block inactive, OX1R FRET antag 4 and STK33 kinase inh -0.9.
`CC1(C)Cc2cccc(OCC(=O)NCCc3ccccc3)c2O1` gave KCNQ2 block inactive, OX1R FRET antag 21 and STK33 kinase inh -0.1.
O=C(NNC(=O)c1ccc(Cl)c(Cl)c1)c1ccncc1 was read as KCNQ2 block inactive, OX1R FRET antag 6 and STK33 kinase inh -1.1.
O=C(CCN1C(=O)/C(=C\C=C\c2ccccc2)SC1=S)Nc1ccccc1C(=O)O was read as KCNQ2 block inactive, OX1R FRET antag 29 and STK33 kinase inh -0.8.
CCn1ccnc1CN(C)Cc1cn(-c2ccc(C)cc2)nc1-c1ccc(F)cc1 was read as KCNQ2 block inactive, OX1R FRET antag 19 and STK33 kinase inh -0.2.
`CC(=O)Nc1ccc2nc(NC(=O)COc3ccc([N+](=O)[O-])cc3)sc2c1` gave KCNQ2 block inactive, OX1R FRET antag 9 and STK33 kinase inh -0.9.
Cc1cc2c(c(=O)n1Cc1cccnc1)C(Cc1ccccc1)C(C#N)=C(N)O2 (stereo not given) was read as KCNQ2 block inactive, OX1R FRET antag 16 and STK33 kinase inh -0.9.
For O=[N+]([O-])c1cc(-c2n(-c3ccccn3)c3ccccc3[n+]2-c2ccccn2)ccc1Cl the results were KCNQ2 block inactive, OX1R FRET antag 39 and STK33 kinase inh -0.2.
Screening COc1ccc(CCC(=O)Nc2cc(Cl)ccc2N2CCN(C)CC2)cc1 returned KCNQ2 block inactive, OX1R FRET antag 5 and STK33 kinase inh 0.0.
For NS(=O)(=O)c1ccc2nc(NC(=O)c3ccc4c(c3)OCCO4)sc2c1 the results were KCNQ2 block inactive, OX1R FRET antag 11 and STK33 kinase inh -0.9.
`CCOC(=O)N1CCN(C(=O)CSc2nnc(-c3cc(OC)cc(OC)c3)o2)CC1` gave KCNQ2 block inactive, OX1R FRET antag 8 and STK33 kinase inh 0.4.
O=C(Nc1ccc(NC(=O)c2ccco2)c(Cl)c1)c1ccc2c(c1)OCCO2 was read as KCNQ2 block inactive, OX1R FRET antag 20 and STK33 kinase inh -0.1.
CC(=O)CC(=O)Nc1cccc2c1CCCC2 was read as KCNQ2 block inactive, OX1R FRET antag 15 and STK33 kinase inh 0.6.
`COc1cc2[nH]c(C(=O)NCCc3ccccc3)cc2c(OC)c1OC` gave KCNQ2 block inactive, OX1R FRET antag 18 and STK33 kinase inh 0.8.
`CC1C(=O)N2CCCc3cc(NC(=O)C(=O)NCCN4CCOCC4)cc1c32` (stereo not given) gave KCNQ2 block inactive, OX1R FRET antag 20 and STK33 kinase inh -0.8.
`COC(=O)CCCC1=CC2=C(c3ccccc3)C(=O)C(C)(OC(=O)C3CCCC3)C(=O)C2=CN1CCN1CCOCC1` (stereo not given) gave KCNQ2 block inactive, OX1R FRET antag 22 and STK33 kinase inh -0.1.
Screening OCC(O)C(O)C(O)C(O)c1nc2ccccc2[nH]1 (stereo not given) returned KCNQ2 block inactive, OX1R FRET antag 27 and STK33 kinase inh -3.5.
Screening CCCNC(=O)C1CCCN(S(=O)(=O)c2ccc3c(c2)CC(C)N3C(=O)C2CC2)C1 (stereo not given) returned KCNQ2 block inactive, OX1R FRET antag 10 and STK33 kinase inh 1.0.
CCOC(=O)c1cc(-c2ccccc2)sc1NC(=O)CSc1nnc(N)s1 was read as KCNQ2 block inactive, OX1R FRET antag 12 and STK33 kinase inh -1.9.
CC(=O)N1c2ccc(S(=O)(=O)N(C)CC(=O)NCc3ccc(C)cc3)cc2CC1C (stereo not given) was read as KCNQ2 block inactive, OX1R FRET antag 12 and STK33 kinase inh 2.4.
For Cc1cc(C)n2nc(N)c(N=Nc3ccc4c(c3)OCO4)c2n1 the results were KCNQ2 block inactive, OX1R FRET antag 18 and STK33 kinase inh -1.7.
`COc1ccccc1NC(=O)N1CCN(CCc2ccccc2)CC1` gave KCNQ2 block inactive, OX1R FRET antag 1 and STK33 kinase inh 0.0.
COc1ccc(C2Nc3ccccc3C(=O)N2NS(=O)(=O)c2ccc(C)cc2)cc1OC (stereo not given) was read as KCNQ2 block inactive, OX1R FRET antag 9 and STK33 kinase inh 1.8.
Screening CCOc1ccc(C(=O)Nc2c3c(nn2-c2ccc(F)cc2)CS(=O)C3)cc1 (stereo not given) returned KCNQ2 block inactive, OX1R FRET antag 6 and STK33 kinase inh -1.1.
CCCn1c(NCc2cc(OC)ccc2OC)nc2ccccc21 was read as KCNQ2 block inactive, OX1R FRET antag 13 and STK33 kinase inh -0.6.
`O=C(NC1(C(F)(F)F)OCCO1)c1ccc(F)cc1` gave KCNQ2 block inactive, OX1R FRET antag 13 and STK33 kinase inh 0.9.
`CCN1C(C(=O)Nc2cc(C)on2)=C(O)c2ccccc2S1(=O)=O` gave KCNQ2 block inactive, OX1R FRET antag 14 and STK33 kinase inh -0.2.
For O=S(=O)(c1ccccc1)N1N=C(c2ccc(Br)cc2)CC1c1ccco1 (stereo not given) the results were KCNQ2 block inactive, OX1R FRET antag 1 and STK33 kinase inh 2.1.
Screening CCCC1CC(C)(C(=O)Cn2[nH]c(=O)ccc2=O)OC1=O (stereo not given) returned KCNQ2 block inactive, OX1R FRET antag -2 and STK33 kinase inh -1.2.
`CC(=O)Oc1ccc(C(=O)Nc2cccc(C(=O)Nc3ccccc3C(=O)O)c2)cc1` gave KCNQ2 block inactive and STK33 kinase inh 4.2.
`CN(C)C(=O)OCc1c(-c2ccccc2)ncc2ccccc12` gave OX1R FRET antag 3 and STK33 kinase inh -0.8.
Screening CS(=O)(=O)N(CC(=O)NCc1ccc2c(c1)OCO2)c1cccc(Cl)c1 returned KCNQ2 block inactive, OX1R FRET antag 36 and STK33 kinase inh 0.8.
For CCc1nc2ccc(C(=O)NCCc3ccco3)cc2nc1CC the results were KCNQ2 block inactive, OX1R FRET antag 32 and STK33 kinase inh -2.2.

Taken from the listing (3 entries):
Cc1cc2c(c(=O)n1Cc1cccnc1)C(Cc1ccccc1)C(C#N)=C(N)O2 (stereo not given) was read as KCNQ2 block inactive, OX1R FRET antag 16 and STK33 kinase inh -0.9.
For O=[N+]([O-])c1cc(-c2n(-c3ccccn3)c3ccccc3[n+]2-c2ccccn2)ccc1Cl the results were KCNQ2 block inactive, OX1R FRET antag 39 and STK33 kinase inh -0.2.
Screening COc1ccc(CCC(=O)Nc2cc(Cl)ccc2N2CCN(C)CC2)cc1 returned KCNQ2 block inactive, OX1R FRET antag 5 and STK33 kinase inh 0.0.

Next part
O=C(Oc1cccc2c(OC(=O)N3CCCC3)cccc12)N1CCCC1 was read as KCNQ2 block inactive, OX1R FRET antag 18 and STK33 kinase inh -0.9.
Cc1ccc(C(C(=O)NC2CCCC2)N2CCCC(C)C2)cc1 (stereo not given) was read as KCNQ2 block inactive, OX1R FRET antag 9 and STK33 kinase inh -0.4.
`CC(C)c1ccc2nc3sc(C(=O)N4CCc5ccccc5C4)c(N)c3cc2c1` gave KCNQ2 block inactive, OX1R FRET antag 16 and STK33 kinase inh -1.3.
`COc1ccc(O)c(C(=O)c2coc(=N)c(C(=O)Nc3ccc(SC(F)F)cc3)c2)c1` gave KCNQ2 block inactive, OX1R FRET antag 16 and STK33 kinase inh 0.3.
Screening CC1CC(C)CN(C(=O)CCS(=O)(=O)c2ccc3c(c2)NC(=O)CS3)C1 (stereo not given) returned KCNQ2 block inactive, OX1R FRET antag -7 and STK33 kinase inh -3.7.
Screening CCC(C(=O)NC(C)(C)C)N(Cc1ccccc1Cl)C(=O)c1snc(C(N)=O)c1N (stereo not given) returned KCNQ2 block inactive, OX1R FRET antag 7 and STK33 kinase inh -0.3.
`OCCN1CCN(C(=S)Nc2ccccc2)CC1` gave KCNQ2 block inactive, OX1R FRET antag 19 and STK33 kinase inh -1.0.
Screening O=C(c1cccc2ccccc12)C1CCCN(C(=O)CCCn2cncn2)C1 (stereo not given) returned KCNQ2 block inactive, OX1R FRET antag 17 and STK33 kinase inh -1.7.
`CCOC(=O)c1cccc(NC(=O)CSc2nnnn2C)c1` gave KCNQ2 block inactive, OX1R FRET antag 26 and STK33 kinase inh -3.3.
`CCc1nc(C)ccc1OC(=O)C12CC3CC(CC(C3)C1)C2` gave KCNQ2 block inactive, OX1R FRET antag 19 and STK33 kinase inh -0.4.
Cc1ccc(NS(=O)(=O)c2cc([N+](=O)[O-])ccc2NNC(=S)Nc2cc(C)ccc2C)c(C)c1 was read as KCNQ2 block inactive, OX1R FRET antag 21 and STK33 kinase inh 2.1.
Screening O=C(NCC(=O)N1CCCCC1)c1ccc2ccccc2c1 returned KCNQ2 block inactive, OX1R FRET antag 8 and STK33 kinase inh -0.5.
For CC(C)CC1(C)NC(=O)N(CC(=O)NC(=O)Nc2ccc3c(c2)OCCO3)C1=O (stereo not given) the results were KCNQ2 block inactive, OX1R FRET antag 11 and STK33 kinase inh -0.1.
`CC(C)C1CC(CCN)(c2ccccc2)CCO1` (stereo not given) gave KCNQ2 block inactive, OX1R FRET antag 4 and STK33 kinase inh -0.2.
`COc1ccc2[nH]c(C(=O)NCCN3CCCCC3)cc2c1` gave KCNQ2 block inactive, OX1R FRET antag 7 and STK33 kinase inh -0.4.
`O=C(O)C1C2C=CC(O2)C1C(=O)NCc1ccccc1Br` (stereo not given) gave KCNQ2 block inactive, OX1R FRET antag 9 and STK33 kinase inh -1.1.
CC(=O)c1cccc(NC(=O)COC(=O)c2ccc3c(c2)OCO3)c1 was read as OX1R FRET antag 6 and STK33 kinase inh -0.2.
Screening COC(=O)c1ccccc1OS(=O)(=O)N(C)C returned KCNQ2 block inactive, OX1R FRET antag 14 and STK33 kinase inh -0.1.
Screening COc1cccc(N2CC(C(=O)NC3CCCCC3)CC2=O)c1 (stereo not given) returned KCNQ2 block inactive, OX1R FRET antag 6 and STK33 kinase inh 0.9.
For CCCCCCCSc1nsc(N)n1 the results were KCNQ2 block inactive, OX1R FRET antag 18 and STK33 kinase inh -0.8.

Of the compounds above, four contain a furan ring, fused or not:
Screening O=C(O)C1CCCN1c1ncnc2c1oc1ccccc12 (stereo not given) returned KCNQ2 block inactive, OX1R FRET antag 1 and STK33 kinase inh -0.1.
O=C(Nc1ccc(NC(=O)c2ccco2)c(Cl)c1)c1ccc2c(c1)OCCO2 was read as KCNQ2 block inactive, OX1R FRET antag 20 and STK33 kinase inh -0.1.
For O=S(=O)(c1ccccc1)N1N=C(c2ccc(Br)cc2)CC1c1ccco1 (stereo not given) the results were KCNQ2 block inactive, OX1R FRET antag 1 and STK33 kinase inh 2.1.
For CCc1nc2ccc(C(=O)NCCc3ccco3)cc2nc1CC the results were KCNQ2 block inactive, OX1R FRET antag 32 and STK33 kinase inh -2.2.

Remaining list, next part.
`CC(CCc1ccccc1)NC(=O)c1ccc(Br)cc1` (stereo not given) gave KCNQ2 block inactive and STK33 kinase inh -0.4.
Screening COc1ccc(O)c(/C=N/NC(=O)CCC(=O)Nc2ccc(F)cc2)c1 returned KCNQ2 block inactive, OX1R FRET antag 1 and STK33 kinase inh 0.1.
For CCC(C)n1c(=O)c2sccc2n2c(CCCC(=O)N3CCC(C(N)=O)CC3)nnc12 (stereo not given) the results were KCNQ2 block inactive, OX1R FRET antag 8 and STK33 kinase inh -1.8.
`CCN(CC)CCCN=C1N[C@@H](c2cccc(F)c2)C(C(=O)OC)=C(C)N1Cc1ccccc1` gave OX1R FRET antag 4 and STK33 kinase inh -2.0.
For Cc1ccc(CNC(=O)CN(C(=O)C2(C)CC(=O)N=C3C=CC=CN32)c2cc(C)ccc2C)cc1 (stereo not given) the results were KCNQ2 block inactive, OX1R FRET antag 7 and STK33 kinase inh -0.7.
Screening CC1(C)Cc2c(cnn2-c2ccc(F)cc2)C(NC(=O)C2CCC2)C1 (stereo not given) returned KCNQ2 block inactive, OX1R FRET antag 39 and STK33 kinase inh 0.6.
CCCNC(=O)c1onc(CSc2nc3ccccc3[nH]2)c1C(=O)NCCC was read as KCNQ2 block inactive, OX1R FRET antag 27 and STK33 kinase inh 0.5.
O=C(C[n+]1cccc2ccccc21)c1ccc([N+](=O)[O-])cc1 was read as KCNQ2 block inactive, OX1R FRET antag 14 and STK33 kinase inh -0.6.
